# FN deposition inh: fibronectin deposition inhibition. AH1F fibroblasts, Alexa488-fibronectin deposition fluorescence, overnight. inhibition, % at 12.6 µM. 350,000 tested, 0.086% active. AID 743247;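 active = mean inhibition across replicates of 30% or more, regardless of how many single replicates reach that level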;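 also: positive control wells lacked labelled fibronectin entirely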
#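 material = AH1F fibroblast monolayer depositing Alexa488-labelled fibronectin into matrix | amount = 10000 AH1F cells/well | buffer or medium = DMEM plus 2% serum, read in PBS | incubation = 1 h cell adhesion before compound, then overnight fibronectin incubation | detection = fluorescence at 485 nm excitation, 525 nm emission | evaluation = percent inhibition as loss of matrix-bound fibronectin fluorescence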
# esBAF inh: SWI/SNF esBAF complex inhibition | mouse ES cells, Bmi1-luciferase knock-in reporter, 24 h; 100% = twice the neutral-well signal | reporter increase, % at 12.5 µM | 350,000 tested, 2% active | AID 602393; in the data active = activation above about 40%;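 also: 0% = median of the plate's neutral control wells and 100% = double that signal; a rise in the Bmi1 reporter signal indicates esBAF inhibition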
# RAD54 inh: RAD54 (human) branch migration inhibition; Q92698; RAD54 Holliday junction branch migration, FAM/BHQ fluorescence; inhibition, % at 10.4 µM; 360,000 tested, 0.14% active;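 active = mean normalized replicate activity at least 40 and at least half of replicates scoring 40 or more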;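 also: 0% = median of neutral control wells and 100% = median of positive control wells; inhibitors cause a drop in the FAM fluorescence signal; in these data hits start at about 50%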
# Target sequence (Q92698 whole entry, looked up): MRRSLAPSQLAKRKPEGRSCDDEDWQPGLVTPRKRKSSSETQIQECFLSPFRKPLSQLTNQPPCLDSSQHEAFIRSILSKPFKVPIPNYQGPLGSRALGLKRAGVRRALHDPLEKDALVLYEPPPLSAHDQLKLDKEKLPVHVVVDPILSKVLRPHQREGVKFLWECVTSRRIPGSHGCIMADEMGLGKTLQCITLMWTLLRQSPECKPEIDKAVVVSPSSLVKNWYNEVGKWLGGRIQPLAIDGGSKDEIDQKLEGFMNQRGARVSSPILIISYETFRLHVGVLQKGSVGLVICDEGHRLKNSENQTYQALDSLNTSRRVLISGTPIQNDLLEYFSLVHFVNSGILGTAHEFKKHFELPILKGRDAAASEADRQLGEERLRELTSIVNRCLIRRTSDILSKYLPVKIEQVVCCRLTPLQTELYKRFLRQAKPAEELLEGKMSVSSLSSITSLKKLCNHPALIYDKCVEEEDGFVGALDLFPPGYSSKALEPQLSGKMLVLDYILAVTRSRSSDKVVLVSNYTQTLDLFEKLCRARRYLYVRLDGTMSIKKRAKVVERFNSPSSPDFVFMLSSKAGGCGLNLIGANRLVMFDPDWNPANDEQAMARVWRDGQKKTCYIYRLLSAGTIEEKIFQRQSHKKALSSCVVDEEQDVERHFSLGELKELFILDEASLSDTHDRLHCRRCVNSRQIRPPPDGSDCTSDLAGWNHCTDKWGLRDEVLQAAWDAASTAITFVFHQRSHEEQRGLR
# * marks the source's active call; other numbers are inactive results. These rows are one share of the data; count on the stated rates, not on these rows.
SMILES,FN deposition inh,esBAF inh,RAD54 inh
CCC(=O)Nc1ccc(S(=O)(=O)Nc2cccc(C)c2)cc1OC,2,-7,-6
COc1ccc(CCNC(=O)CSc2nc(O)c(C(C)C)c(=O)[nH]2)cc1OC,3,-5,-2
COc1cccc(NC(=O)Nc2ccc3c(c2)N(C)C(=O)CS3)c1,5,18,-1
CN(C(=O)CSc1nc(C2CC2)nc2ccccc12)c1nc(-c2ccccc2)cs1,-16,24,-5
COc1cccc(/C=N/NC(=O)CC(=O)NCCc2ccc(OC)c(OC)c2)c1,3,-2,-1
Cc1cc(NC(=O)CCC(=O)N(Cc2ccco2)C(C(=O)NC2CCCC2)c2ccccc2C)no1 (centres undefined),0,2,12
CC(=O)c1ccc(NC(=O)CN2CCN(c3ncccn3)CC2)cc1,7,-1,13
CCn1c(SCC(=O)Nc2cccc(C(C)=O)c2)nnc1C(C)C,5,0,-5
O=C(Nc1nnc(-c2ccco2)s1)c1ccccc1,0,-37,-6
O=C(C(Cl)Cl)N1c2ccccc2OCC1c1ccccc1 (centres undefined),-1,-2,-12
C=CCn1c(Cc2csc(N)n2)nnc1SCC(=O)Nc1ccc(C(=O)OCC)cc1,-2,7,2
COc1ccc2[nH]c(=O)c(CN(Cc3ccccc3)Cc3nnnn3CC3CCCO3)cc2c1 (centres undefined),4,1,-8
CCCn1nnnc1NC(=O)c1cccs1,1,-14,8
CCc1c(C)sc(NC(=O)C2CC2c2ccccc2)c1C(N)=O (centres undefined),-15,16,-9
Cc1cc2oc(=O)cc(CN3CCCc4ccccc43)c2cc1C,2,6,5
COc1cc2c(cc1OC)CN(C(=O)c1cc3ccccc3oc1=O)CC2,4,28,-8
CCn1c2ccccc2c2cc(C3C(C#N)=C(N)Oc4n[nH]c(COC)c43)ccc21 (centres undefined),4,-17,-10
COc1cc(-n2c(=O)c3ccccc3n(Cc3ccccc3)c2=O)cc(OC)c1OC,-4,-4,2
Cc1ccc(-n2ncc3c(=O)n(CC#N)cnc32)cc1,-6,13,6
CCn1c(SCC(=O)Nc2cc(C)ccc2C)nnc1-c1cnccn1,-6,2,0
O=c1cnnc(SCCc2ccccc2)[nH]1,6,5,11
Cc1ccc(S(=O)(=O)NC2=NCN(Cc3ccccc3)CN2)cc1,-2,1,7
COc1ccccc1-c1nnc(Nc2nc3c(OC)cccc3s2)o1,8,-37,18
O=C(NCc1cccs1)c1ccccc1C(=O)NCc1cccs1,-9,-5,-8
COc1ccc(NC(=O)CSc2nc3c(c(=O)n2-c2ccccc2)SCC3)c(OC)c1,0,-6,-2
CCn1c(O)c(/C=N/N=C2CCCC2)c2ccc(C3=NNC(=O)CC3)cc21,-5,-6,-4
CCN1CCN(C(=O)c2ccc(CSc3ccc(C)cc3)cc2)CC1,6,6,-3
Cc1[nH]c2ccccc2c1C1(O)C(=O)N(C(C)C)c2ccccc21 (centres undefined),8,6,2
CC(C)CNS(=O)(=O)c1ccc(CCC(=O)NCc2cccnc2)cc1,-6,4,6
NC(=O)NC(Cc1ccccc1)C(=O)O (centres undefined),-6,1,3
C=CCNC(=O)CN(c1cccc(Br)c1)S(C)(=O)=O,3,6,7
CCOc1ccc(OCC)c(NC(=O)CN2CCN(c3ccc(C)cc3C)CC2)c1,1,-4,5
COc1cccc(/C(O)=C2/C(=O)C(=O)N(c3ccccn3)C2c2ccc(OC)c(OC)c2)c1 (centres undefined),-7,0,-1
C=CCn1c(-c2ccccc2)nc(=S)c2c1CC(C)(C)OC2,-9,-2,13
CCC(OC(=O)c1cccs1)C(=O)NCc1ccco1 (centres undefined),2,-8,-1
Cc1nnc2sc(-c3cccc4ccccc34)nn12,8,-1,8
O=C(CN1C(=O)c2cccc3cccc1c23)Nc1ccccc1C(=O)NCc1ccco1,-4,14,8
CCOc1cc(S(=O)(=O)N2CCC(Cc3ccccc3)CC2)c(OCC)cc1-n1cnnn1,7,-12,10
O=C(O)CCSc1nc(C(F)(F)F)cc(=O)n1-c1ccccc1,-13,-6,-5
COc1ccc(OCCOC(=O)c2cccc(-n3cnnn3)c2)cc1,-2,26,2
CC(=O)N1CCN(S(=O)(=O)c2ccc(S(=O)(=O)NC3CC3)cc2)CC1,5,2,2
Cc1c(C)n(CC(O)CN2CCCCC2)c2ccccc12 (centres undefined),0,-7,4
Cc1ccc(C(c2nnnn2CS(=O)(=O)c2ccc(C)cc2)N2CCC(C(N)=O)CC2)cc1 (centres undefined),13,-4,-2
Cc1ccc(CNC(=O)CN(Cc2ccccc2)S(C)(=O)=O)cc1,-2,-4,0
Cc1c(-n2c(=S)[nH]c3ccccc3c2=O)c(=O)n(-c2ccccc2)n1C,9,-9,-1
C/C(=N\NC(=O)Cc1csc(N2CCOCC2)n1)c1ccccc1,-5,-5,4
CC(NC(=O)CCNS(=O)(=O)c1ccc2c(c1)c(=O)n(C)c(=O)n2C)c1ccccc1 (centres undefined),6,1,0
Cc1ccc(OCc2nnc(SCC(=O)NCc3ccco3)n2C)cc1,-5,-8,9
Cc1cc(OCC(=O)N2CCCC2)cc(C)c1Cl,-4,-6,-8
O=C1c2cccc3c(Nc4ccccc4Cl)c([N+](=O)[O-])cc(c23)C(=O)N1CCO,-3,-10,-11
O=C(Cc1cccc2ccccc12)NNC(=O)c1cccs1,11,9,-2
COc1ccccc1NS(=O)(=O)c1ccc(C)c(C(=O)NCC2CCCO2)c1 (centres undefined),10,-8,-8
CC1(C(=O)Nc2nccs2)Cc2ccccc2C(=O)O1 (centres undefined),5,-2,-9
CCOC(=O)N1CCN(c2nc(-c3cccs3)cc(C(F)(F)F)n2)CC1,-3,1,0
CCOC(=O)/C=C1\SCC(=O)N1CCOc1cccc(Br)c1,15,-11,-8
CCOc1cc(C(N)=O)cc(Br)c1OC,1,-12,-5
COCCNC(=O)Cc1ccc(Br)cc1,-11,3,-2
O=C(NCc1ccco1)C(NS(=O)(=O)c1cccc2nsnc12)c1ccccc1 (centres undefined),-1,-3,-1
Cc1cccc(NC(=O)CSc2nnc(CSc3nc(C)cc(C)n3)o2)c1,1,-7,-21
Cc1ccc(C(=O)N(CN2CCCC2=O)c2ccc(F)cc2)cc1C,5,8,-14

# Additional structures follow.
SMILES,FN deposition inh,esBAF inh,RAD54 inh
COC(=O)Nc1ccc(Oc2ccccc2)cc1,10,26,-2
CCCCCCCc1c(C)nc(N2CCOCC2)[nH]c1=O,-5,-2,4
Cc1ccc(C)c(NC(=O)CSc2nnc(-c3ccccc3C)o2)c1,12,5,5
CCCCCC(=O)Nc1ccccc1N1CCN(c2ccccc2)CC1,-9,-8,-9
CCN1CCCC1CNC1=NCCCCC1 (centres undefined),1,-5,-3
O=C(O)c1ccc(NS(=O)(=O)c2ccc(Cl)cc2)cc1,-11,12,0
Cc1ccc(-c2noc(CN3CCN(Cc4ccccc4)CC3)n2)cc1,-1,-2,-8
COc1ccc(NC(=O)c2sccc2SCC#N)cc1,4,31,-1
COc1cc(-c2nc(-c3ccc(NC(=O)c4ccc(Br)o4)cc3)no2)cc(OC)c1OC,-1,9,9
CC1C(=O)C(C)C(c2ccco2)NC1c1ccco1 (centres undefined),-9,5,-12
COc1cc(S(=O)(=O)N(Cc2ccccc2)Cc2ccccn2)ccc1-n1cnnn1,2,7,-14
COc1cc(OC)cc(C(=O)NC2CCSC2=O)c1 (centres undefined),2,-9,3
COCCNC(=O)CSc1nc2ccccc2c(=O)n1CCCC(=O)NCc1ccccc1,-2,-1,7
CSc1nnc(C2CCCN2)n1C (centres undefined),-2,2,-4
CCC(C)(C)n1nnnc1C(c1cc2cccc(C)c2[nH]c1=O)N1CCN(C(=O)c2ccco2)CC1 (centres undefined),-14,-1,-3
O=S(=O)(Nc1cccc2nsnc12)c1ccccc1,-7,0,-5
CCOC(=O)C1=C(O)C(=O)N(c2ccc(S(N)(=O)=O)cc2)C1c1ccc(OC)cc1OC (centres undefined),2,-9,2
CN(C)c1ccc(C=Nc2ccccc2)cc1,-10,0,3
Brc1ccccc1OCCCn1cnc2ccccc21,-7,48*,6
C=CCc1cccc2cc(NC(C)=O)c(=O)oc12,4,-9,-28
O=C1CN(S(=O)(=O)c2ccc(Cl)cc2)CC(=O)N1CCc1ccccc1,0,-9,-10
COc1ccc(N(C(=O)COc2ccccc2)C2C=CS(=O)(=O)C2)c(OC)c1 (centres undefined),-1,-4,-6
O=S(=O)(CC(CN1CCCC1)N1CCCC1)c1ccc2ccccc2c1 (centres undefined),-1,1,-4
Nc1ccc(N(c2ccccc2)c2ccc(N)cc2)cc1,3,-3,-4
C=CCN(C(=O)CNC(=O)c1ccco1)C(C(=O)NC1CCCCC1)c1ccc(OC)cc1OC (centres undefined),1,2,-13
COC(=O)CSc1nc2ccccc2n1CC(=O)N(C(C)C)C(C)C,-1,-6,-1
NC(=O)c1cc(Br)cc2c3c([nH]c12)CCCC3,20,5,8
Cn1c(SCC(=O)N/N=C/c2cccs2)nc2ccccc21,12,7,0
COC(=O)CN1C(=O)C2(OCCCO2)c2ccccc21,1,-3,-15
CCS(=O)(=O)N1CCC(NC(=O)c2ccco2)CC1,0,7,5
Cc1ccc(-c2cc(C(=O)Nc3c(C)n(C)n(-c4ccccc4)c3=O)[nH]n2)c(O)c1,-1,-10,2
C=CCn1c(-c2c[nH]c3ccccc23)n[nH]c1=S,2,0,4
CN(CC(=O)O)S(=O)(=O)c1cccs1,8,-7,5
O=C(CCCOc1ccccc1)N1CCc2ccccc2C1,-9,-6,-11
COc1ccccc1CNC(=O)CCCNS(=O)(=O)c1cccc2nsnc12,-2,-6,2
COc1ccc(CCNC(=O)c2oc3ccc(S(=O)(=O)N4CCOCC4)cc3c2C)cc1OC,-9,-26,6
c1ccc(CCNc2ncnc3c2nnn3Cc2ccccc2)cc1,2,3,5
CC(=O)c1ccc(NC(=O)CSc2nccn2CCc2ccccc2)cc1,-5,78*,9
O=C(c1ccco1)N1CCN(Cc2cccc(F)c2)CC1,6,-3,6
C=C(C)Cn1c(SCCN2CCOCC2)nc2c1c(=O)[nH]c(=O)n2C,-8,-8,-17
CCCn1nnc(NC(=O)c2ccc(Br)o2)n1,3,6,3
O=C(N/C(=C/c1ccco1)C(=O)N1CCCC1)c1cccs1,-5,-4,-14
O=C(NC1CCCCC1)C1CCN(c2cnccn2)CC1,1,-2,-4
COc1ccccc1C(=O)Nc1nnn(C)n1,5,5,-16
Cc1ccc(Cn2nc(C)c(NC(=O)C3(C)CC3(Br)Br)c2C)cc1 (centres undefined),2,2,-5
COc1ccc(OCCC(=O)OCC(=O)NC(=O)NC(C)C)cc1,-12,-12,7
CCOC(=O)C=C1CCN(c2ncc(C(F)(F)F)cc2Cl)CC1,7,-4,-4
Cc1ccc(S(=O)(=O)N(C)c2ccc(C(=O)NCC3CCCO3)cc2)cc1 (centres undefined),-1,-8,-8
Cc1cc(C)nc(N2CCC(C(=O)Nc3cccc(C(F)(F)F)c3)CC2)n1,-4,-5,4
CC(C)NC(=O)c1c(O)c2ccccc2[nH]c1=O,-6,23,-2
COC(=O)c1c(NC(=O)Cn2nc(C(F)F)cc2C(F)F)sc(C)c1C,4,-7,-1
CSC(=NS(=O)(=O)c1ccc(C)cc1)SC,2,-1,-17
O=Cc1c(N2CCN(c3cccc(Cl)c3)CC2)nc2ccccn2c1=O,-2,3,1
CC(=O)CSc1nc2ccccc2o1,-1,17,-6
O=C(CCC1CCCCC1)Nc1cccnc1,-8,1,-2
O=S(=O)(NC1CCCCCC1)c1cccc2cccnc12,7,1,-7
CC1CCc2cc(F)cc3c(O)c(C(=O)NCC4CCCO4)c(=O)n1c23 (centres undefined),2,-7,-7
